Assay outcomes from PubChem BioAssay.
NPYLR7 agonist = agonists of mosquito NPYLR7 receptor, primary screen, cell-based, Aedes aegypti, calcium fluorescence, mosquito biting behavior; 270,000 compounds, 0.15% hits; activation, % at 10 µM; HEK293T NPYLR7/Galpha15, GCaMP6s calcium fluorescence; AID 1259423, 2018; in the data active means activation above about 40%;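 further: 0% = vehicle and 100% = reference agonist at the receptor; some compounds past the cut are filed as inactive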
mcGAS inh = cyclic GMP-AMP synthase inhibitors, mouse, primary biochemical chemiluminescence; Q8C6L5; recombinant cGAS, Kinase-Glo ATP depletion luminescence; inhibition, % at 12.5 µM; 160,000 compounds, 0.15% hits; AID 1259399, 2018;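 further: 0% = negative control wells and 100% = reference inhibitor with no enzyme activity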
hcGAS lum = Primary biochemical luminescence assay for human cyclic GMP-AMP synthase inhibitors. recombinant h-cGAS, ATP depletion, Kinase-Glo luminescence. inhibition, % at 12.5 µM. 290,000 compounds, 0.081% hits. AID 1259398, 2018;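 further: 0% = vehicle reaction and 100% = reaction without DNA for no activity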
Target sequence (Q8N884 whole entry, looked up): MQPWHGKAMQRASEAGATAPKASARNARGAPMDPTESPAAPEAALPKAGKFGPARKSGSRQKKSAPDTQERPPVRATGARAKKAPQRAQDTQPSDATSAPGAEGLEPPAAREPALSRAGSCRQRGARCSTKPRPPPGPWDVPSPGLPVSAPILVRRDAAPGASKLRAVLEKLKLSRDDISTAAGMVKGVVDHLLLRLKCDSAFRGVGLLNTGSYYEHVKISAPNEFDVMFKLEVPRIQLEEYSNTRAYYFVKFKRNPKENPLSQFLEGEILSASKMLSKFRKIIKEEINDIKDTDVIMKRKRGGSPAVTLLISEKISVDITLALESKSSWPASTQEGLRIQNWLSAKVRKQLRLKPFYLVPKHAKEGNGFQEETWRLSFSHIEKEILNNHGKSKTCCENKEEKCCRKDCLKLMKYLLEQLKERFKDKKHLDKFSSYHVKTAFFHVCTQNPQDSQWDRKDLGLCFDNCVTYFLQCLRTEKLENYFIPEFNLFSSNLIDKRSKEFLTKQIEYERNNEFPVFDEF
* = called active by the depositor; x = not tested or not shown; & = joins results of further samples; ! = not active in a repeat. Unless noted, no stated cut-off is given here; in the data, active means inhibition above about 40%; inactive means the rest.

SMILES | NPYLR7 agonist | mcGAS inh | hcGAS lum
Cc1nc(-n2nc(-c3ccco3)cc2NC(=O)c2ccc(Br)o2)[nH]c(=O)c1C | 2 | x | -1
COc1cccc(OC)c1-c1ccc(-n2cncc2C(=O)NC2CCCc3ccccc32)cc1 (stereo not given) | -4 | -7 | -4
Cc1ccc(CN(Cc2nc3cc(C)ccc3o2)C(=O)CC(C)C)cc1 | 6 | -5 | -3
CCC(C(=O)OC)N(C(=O)C1CC1c1cccnc1)c1ccccc1 (stereo not given) | 4 | x | -6
CCN(Cc1cccs1)C(=O)CSc1nnc(CN2CCCCC2)n1-c1ccccc1 | 13 | -7 | -6
COCCN(CC(=O)N(Cc1ccccc1)Cc1sccc1C)C(=O)Nc1ccc(Br)cc1 | -1 | -4 | -8
CCn1ccnc1CNC1CC(=O)N(C2Cc3ccccc3C2)C1 (stereo not given) | 12 | x | -11
O=S(=O)(c1ccc2c(c1)CCC2)N1CCN(c2ncnc3ccccc23)CC1 | 9 | x | -6
O=C1OC(/C=C\c2cccc([N+](=O)[O-])c2)=NC/1=C/c1cccc([N+](=O)[O-])c1 | 2 | -2 | -3
CN(C)Cc1ccccc1OCc1cn([C@@H]2CN[C@H](C(=O)O)C2)nn1 | 8 | -17 | -3
CCOc1cc(C)c(S(=O)(=O)NC2CC(C)(C)NC(C)(C)C2)cc1C | 2&7 | x | -8&-3
OCC1(Cc2ccccc2)CCCN(Cc2cc3ccccc3s2)C1 (stereo not given) | 8 | x | -2
CCCCN(Cc1cccn1Cc1ccc(Br)cc1)C(=O)CN(CCCOCC)S(=O)(=O)/C=C/c1ccccc1 | 28 | -5 | 0
Cc1ccn2c(NC(=O)CC(C)C)c(-c3ccc(F)cc3)nc2c1 | -9 | -5 | -5
Cc1cccc(Nc2ccccc2C(=O)Nc2c(C)noc2C)c1C | 1 | x | -9
CN(C)C(CNC(=O)c1ccc(F)cc1Br)c1ccccc1Cl (stereo not given) | 0 | x | -9
CS(=O)(=O)C(C#N)=Cc1ccc(Cl)cc1Cl | 5 | x | -9
O=C(CN1C(=O)NC2(CCCC2)C1=O)N1CCN(C(=O)c2ccco2)CC1 | 1 | x | -4
CCc1nccn1CCC(=O)N1CCNCC1C(=O)NCc1ccncc1 (stereo not given) | -5 | -5 | 6
CCN(C)CC1CCN(C(=O)Nc2ccc(C)cc2)C1 (stereo not given) | -22 | x | 0
CCOCCCn1c(SCc2ccccc2[N+](=O)[O-])nc2cc(C(=O)OCC)ccc21 | 10 | -5 | -3
O=C(c1cc(COc2cccc(F)c2)[nH]n1)N1CC(N2CCOCC2)C1 | 2 | x | -2
CCOC(=O)C1=C(C)N=c2s/c(=C\c3ccc(O)cc3)c(=O)n2C1c1ccc2c(c1)OCO2 (stereo not given) | 3 | -6 | -6
COc1ccc(O)c(CN2CCC(C3(Cc4ccccc4Cl)NC(=O)N(CC4CC4)C3=O)CC2)c1 (stereo not given) | 24 | -12 | -7
O=C(c1ccccc1)c1cc(Cl)ccc1N=Nc1c(-c2ccccc2)[nH]n(-c2ccccc2)c1=O | -5 | -7 | -6

By substructure: the compounds so far with a Cl atom
SMILES | NPYLR7 agonist | mcGAS inh | hcGAS lum
CN(C)C(CNC(=O)c1ccc(F)cc1Br)c1ccccc1Cl (stereo not given) | 0 | x | -9
CS(=O)(=O)C(C#N)=Cc1ccc(Cl)cc1Cl | 5 | x | -9
COc1ccc(O)c(CN2CCC(C3(Cc4ccccc4Cl)NC(=O)N(CC4CC4)C3=O)CC2)c1 (stereo not given) | 24 | -12 | -7
O=C(c1ccccc1)c1cc(Cl)ccc1N=Nc1c(-c2ccccc2)[nH]n(-c2ccccc2)c1=O | -5 | -7 | -6

(cont.)
SMILES | NPYLR7 agonist | mcGAS inh | hcGAS lum
CCN(CC)CCNC(=O)c1cc(NC(=O)Nc2cccc(C)c2)ccc1N1CCCC1 | 8 | -9 | -2
CC(C)NC(=O)[C@@H]1C[C@H](N)CN1C(=O)CC1=C(c2ccccc2)CCC1=O | -3 | x | -8
Cc1ccc2nc(-c3ccccc3C)c(NC(C)(C)C)n2c1 | -4&1 | -6&27 | -7&-9
Cc1nc(C)c(Cc2ccccc2F)c(N2CCN(C(=O)c3ccc(Br)cc3)CC2)n1 | x | -9 | -9
O=C(N=Nc1c(O)[nH]c2ccccc12)c1ccc(OCc2ccc(Cl)cc2)cc1 | 2 | 0 | -5
COc1ccc(Cl)cc1-c1n[nH]c(=S)o1 | -2 | 2 | 0
CCn1cc(C(CC(=O)O)c2cc(OC)cc(OC)c2)c2ccccc21 (stereo not given) | -3 | x | -1
O=C1c2c(F)ccc(F)c2C(=O)N1CCc1cn(Cc2ccc(Cl)cc2)c2ccccc12 | 2 | -3 | -9
COc1cc2sc(=NC(=O)c3ccc4ncsc4c3)n(C)c2cc1OC | -4 | -8 | -10
N[C@@H](Cc1ccc(O)cc1)C(=O)N1CCc2[nH]nc(-c3ccccc3F)c2C1 | 2 | -13 | -4
Cc1ccc(F)cc1CSc1nc2cc(S(=O)(=O)N3CCOCC3)ccc2n1CC1CCCO1 (stereo not given) | 23 | -2 | -5
COc1ccccc1C(=O)Nc1cccc(C2SCC(=O)N2c2cc(C)ccc2F)c1 (stereo not given) | 10 | -3 | -5
CN1N=C(C(=O)N2CCCC(Nc3ccc4c(c3)OCCO4)C2)CCC1=O (stereo not given) | 0 | -10 | -6
CCc1cccc(NC(=O)N2CCC(C(=O)N(CC)CC)CC2)c1 | -34 | x | 1
CSC1(CNC(=O)N(C)Cc2ccc(Cl)s2)CCOCC1 | -4 | x | 8
COc1cc2c(cc1OC)CN(c1cc(C(=O)NCCCN3CCCCC3C)c3ccccc3n1)CC2 (stereo not given) | 4 | -6 | -4
CCCn1c(=S)[nH]c2cc(Cl)ccc21 | 2 | x | 1
CCc1n[nH]c2c1CN(c1nc(-c3ccccc3)nc3c1CCNC3)CC2 | -6 | 0 | 0
CC(=O)Nc1cccc(NC(=O)CSc2nc(=O)n(Cc3ccco3)c3c2CCC3)c1 | 0 | -11 | -4
CS(=O)(=O)c1ccc(CN2CCCC3(CCNC3)C2)cc1 (stereo not given) | -4 | x | -5
COc1cccc(C(CN2CCN(C(=O)NCCc3ccc4c(c3)OCO4)CC2)OCc2ccc(C)cc2)c1 (stereo not given) | 2 | -3 | 2
Cc1nc(N2CCCCCCC2)ncc1C(C)NC(C)C (stereo not given) | 6 | x | -3
CC(C)C(C)/C=C/C(C)[C@H]1CCC2C3=CCC4CC(=O)CC[C@]4(C)C3CC[C@@]21C (stereo not given in full) | -5 | x | -3
CC(NS(=O)(=O)N1CCOCC1)c1cccc2ccccc12 (stereo not given) | -4 | -8 | -5
COc1cccc(C(=O)N(CC(=O)N(Cc2ccc(F)cc2)Cc2sccc2C)CC2CCCO2)c1 (stereo not given) | -7 | -4 | -4

Quoted at random: 3 records from the list
SMILES | NPYLR7 agonist | mcGAS inh | hcGAS lum
CN1N=C(C(=O)N2CCCC(Nc3ccc4c(c3)OCCO4)C2)CCC1=O (stereo not given) | 0 | -10 | -6
CC(C)C(C)/C=C/C(C)[C@H]1CCC2C3=CCC4CC(=O)CC[C@]4(C)C3CC[C@@]21C (stereo not given in full) | -5 | x | -3
CCCn1c(=S)[nH]c2cc(Cl)ccc21 | 2 | x | 1

(more compounds)
SMILES | NPYLR7 agonist | mcGAS inh | hcGAS lum
O=C(Nc1ccc(-n2nc(OCc3ccc(F)cc3)nc2-c2ccccc2F)cc1)c1ccc(F)cc1 | 16 | -4 | -11
COc1ccc(-n2nc(C)c(-c3ccccc3)c2NC(=O)CN(C(=O)C2CCC2)C(C)C)cc1 | 2 | -9 | -6
CN(C)CCNC(CC(=O)Nc1ccc(Cl)cc1)C(=O)O (stereo not given) | 2 | x | -7
CCC(C)NS(=O)(=O)c1ccc(C(=O)N(CC)CC(C)C#N)cc1 (stereo not given) | -5 | -15 | -9
Cc1cccn2c(NCc3ccccc3)c(-c3ccccc3OC(=O)Cc3ccccc3)nc12 | 19 | -5 | -9
O=C(Nc1cc(F)cc(C(F)(F)F)c1)N[C@@H](Cc1ccccc1)C(=O)N1CCC(C(=O)N2CCOCC2)CC1 | 0 | -6 | -5
Cn1ncc(N2CCC(CNc3ncc(F)c(N4CCOCC4)n3)C2)cc1=O (stereo not given) | 5&-1 | x | -5&-10
CSc1nc(C)cc(-n2ccc(=O)[nH]c2=O)n1 | 1 | -8 | -2
Cn1ccc(NC(=O)CCc2nc(-c3cccs3)no2)n1 | -2 | x | 1
CC(C)CNC(=O)C1(C)CCCCCN1C(=O)c1cccnc1 (stereo not given) | -7 | -2 | -3
COc1ccc(Cc2nnc(NC(=O)CSc3nc4ccccc4s3)s2)cc1 | 2 | -6 | -3
CC(=O)N(C)c1ccc(NC(=O)C2C3CC4CC(C3)CC2C4)cc1 (stereo not given) | 3 | x | -4
COc1ccccc1C(=O)OC1=C(C(=O)c2ccccc2)N(CC#N)S(=O)(=O)c2ccccc21 | 1 | x | 11
O=C(NC1CCN(C2CC2)CC1)c1c(Cl)nc2ccccn12 | -14 | x | -10
COc1cccc(C(=O)Oc2ccc3c(c2)O/C(=C\c2ccc(C)o2)C3=O)c1 | -6 | -1 | 0
O=C(NC1CC1)C1CCN(C2CCN(c3ncnc4nc[nH]c34)CC2)CC1 | 3 | -12 | -12
Cn1c(SCC(=O)Nc2nccs2)nc2c([nH]c3ccccc32)c1=O | 3 | -9 | -11
NC(=O)C1CCC(=O)N1C1CCN(C(=O)CCC2CCCC2)CC1 (stereo not given) | x | -6 | -16
C=CCSC[C@@H](N)C(=O)O | 6 | x | -4
O=C(CCc1ccco1)N1CCN(Cc2cccc(-c3noc(C4CCCC4)n3)c2)CC1 | 4 | -8 | -3
COc1ccc(-c2cc3c(=O)n(CC(N)=O)ccn3n2)cc1 | 6 | -8 | -7
CC(C(=O)N(C)Cc1cc(C2CC2)n[nH]1)n1cnc2ccccc21 (stereo not given) | -11 | -16 | -5
CC1=Nc2oc(N)nc2C(c2ccsc2)C1C#N (stereo not given) | 2 | x | -6
Cc1nn(C)c(C)c1CCC(=O)N1CCCOCCNC(=O)CC1 | x | -5 | -12
CCCCNC(=S)N(C)N=Cc1sccc1C | -2 | x | -8

Reprinted from the part before: two compounds; new compounds follow.
SMILES | NPYLR7 agonist | mcGAS inh | hcGAS lum
Cc1nn(C)c(C)c1CCC(=O)N1CCCOCCNC(=O)CC1 | x | -5 | -12
CCCCNC(=S)N(C)N=Cc1sccc1C | -2 | x | -8
Oc1oc(-c2ccc(Br)cc2)nc1C=Nc1cccc(C(F)(F)F)c1 | -1 | x | -3
CCOc1ccc(-c2ccc(C(=O)NC(C)CCCN(CC)CC)s2)cc1 (stereo not given) | 4 | -2 | 1
COc1cccc(C(=O)N2CCN(c3cc(Cl)nc(SCC(=O)NCCc4ccc(Cl)cc4Cl)n3)CC2C)c1 (stereo not given) | 14 | -5 | -2
CC1Oc2c(cccc2C(=O)OCc2ncc(Cl)n2C)NC1=O (stereo not given) | -1 | x | -14
CCOc1cccc(C2NC(=O)C3CCCCN32)c1O (stereo not given) | 6 | x | -6
COc1ccc2nc(N(Cc3cccnc3)C(=O)c3ccc4c(c3)OCCO4)sc2c1 | -7 | -8 | -5
CC(C)(C)C(=O)N1CCC(n2cnc3ccccc32)CC1 | x | -6 | -7
Cc1cc(NC(=O)C(C)SCC(=O)NCCc2ccc(-c3csc(C)n3)s2)no1 (stereo not given) | 1 | x | 2
C=CCCC(O)CN(Cc1ccccc1Cl)CC1CC(c2ccc(F)cc2)=NO1 (stereo not given) | 15 | -6 | -6
Cc1cc(C)cc(C(=O)N=Nc2c(O)[nH]c3ccc(F)cc23)c1 | 0 | -4 | -1
CCOc1ccc2nc(SCC(=O)NCc3ccc(OC)cc3)sc2c1 | -7 | -6 | -6
Cc1nonc1CN(C)Cc1cn(C)nc1-c1ccc(C2CCCCC2)cc1 | -1&2 | -8 | -7&-4
Cc1cc(C(=O)N2CCN(c3cccc(C(F)(F)F)c3)CC2)nc2cc(-c3ccccc3)nn12 | 15 | -5 | -5
CN(Cc1ccccc1C(F)(F)F)Cc1cn[nH]c1C(=O)O | 21 | x | -9
COc1cc(OC)c(OC)cc1C=NNc1ccc(F)cc1F | 1 | x | -8
Cc1ccc(NC(=O)c2c[nH]c3c(c(C)nn3-c3ccccc3)c2=O)cc1C | -3 | -7 | -4
COc1cc(OC)c(C2=NO[C@@H](c3ccccc3)[C@@H]2C(=O)OCc2ccccc2)c(OC)c1 | -2 | x | -11
OCCNc1nccc2[nH]c(-c3cccc(F)c3)nc12 | -6 | -6 | -8
COc1ccc(C(=O)CSc2nccn(-c3ccc(C)cc3)c2=O)cc1 | 31 | -9 | -9
COc1cccc2c1C(=O)c1c(O)c3c(c(O)c1C2=O)C[C@@](O)(C(C)=O)C[C@@H]3O[C@H]1C[C@H](N)[C@H](O)[C@H](C)O1 | -2&14 | x | 60*!
C=C1C2CC[C@@]3(C)[C@H](c4ccoc4)OC(=O)C[C@]13O[C@H]1C[C@H](OC(C)=O)C(C)(C)[C@H](CC(=O)OC)[C@@]21C | x | -4 | -6
O=C(CCc1ccccc1)N1CCCN(c2cc(Oc3ccc(F)c(Cl)c3)ncn2)CC1 | -10 | -4 | -1

Given with values under each structure: entries from further up.
Every second line gives: NPYLR7 agonist, mcGAS inh, hcGAS lum
> Cc1nonc1CN(C)Cc1cn(C)nc1-c1ccc(C2CCCCC2)cc1
  -1&2, -8, -7&-4
> Cc1cc(C(=O)N2CCN(c3cccc(C(F)(F)F)c3)CC2)nc2cc(-c3ccccc3)nn12
  15, -5, -5
> CN(Cc1ccccc1C(F)(F)F)Cc1cn[nH]c1C(=O)O
  21, x, -9
